# TDP1 block: qHTS Assay for Inhibitors of Tyrosyl-DNA Phosphodiesterase (TDP1). Potency, µM (top dose mostly 130 µM), inactives show at the highest dose activity change, negative = inhibition, hits mostly inhibitors. AID 485290, 2010. recombinant TDP1, AlphaScreen DNA substrate cleavage. 350,000 compounds, 0.28% hits; further: nearly all actives have a fitted effect of over 40% in size
# Target sequence (Q9NUW8 whole entry, looked up): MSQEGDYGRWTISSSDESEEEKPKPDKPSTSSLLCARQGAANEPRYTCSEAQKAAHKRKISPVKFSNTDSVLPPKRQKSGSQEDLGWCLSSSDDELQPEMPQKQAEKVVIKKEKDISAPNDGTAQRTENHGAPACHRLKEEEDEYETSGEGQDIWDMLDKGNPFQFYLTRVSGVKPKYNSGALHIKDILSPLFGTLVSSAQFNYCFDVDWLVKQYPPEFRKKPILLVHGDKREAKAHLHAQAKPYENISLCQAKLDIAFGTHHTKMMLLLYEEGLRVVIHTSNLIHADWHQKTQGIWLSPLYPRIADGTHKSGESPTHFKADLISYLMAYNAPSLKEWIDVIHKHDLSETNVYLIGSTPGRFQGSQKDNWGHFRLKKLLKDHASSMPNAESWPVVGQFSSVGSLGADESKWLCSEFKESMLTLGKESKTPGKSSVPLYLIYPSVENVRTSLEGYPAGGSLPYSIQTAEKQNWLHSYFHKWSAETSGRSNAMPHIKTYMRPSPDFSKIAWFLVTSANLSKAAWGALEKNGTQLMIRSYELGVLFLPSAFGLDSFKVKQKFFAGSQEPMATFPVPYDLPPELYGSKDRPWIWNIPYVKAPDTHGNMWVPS
#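 AlphaScreen read-out: signal falls as enzyme removes the 3' tyrosine-FITC from a 5'-biotinylated DNA oligo (15 nM, 5 min, RT). Enzyme was E. coli-made recombinant Tdp1 at 1 nM, exposed to compound for 15 min beforehand; beads 10 ug/ml, 10 min.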
# DT40 TDP1 CPT: qHTS for Inhibitors of human tyrosyl-DNA phosphodiesterase 1 (TDP1): qHTS in cells in presence of CPT. chicken DT40 Tdp1-/-;hTDP1 cells + 20 nM CPT, ATP luminescence, 48 h. Potency, µM (top dose mostly 46.2 µM), for the others: at the highest dose activity change, negative = growth inhibition, actives largely listed as inhibitors. 420,000 compounds, 12% hits. AID 686979, 2013; further: nearly all actives have a fitted effect of over 55% in size
#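 Chicken DT40 Tdp1-/- cells stably complemented with human TDP1 were seeded at 400 cells/well in medium containing 20 nM camptothecin, exposed to pin-transferred compounds, and grown at 37 °C for at least 48 hr. Viability was read as ATP luminescence.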
# DT40 TDP1 no CPT: qHTS for Inhibitors of human tyrosyl-DNA phosphodiesterase 1 (TDP1): qHTS in cells in absence of CPT; DT40 Tdp1-/- hTDP1 cells, no CPT, ATP luminescence, 48 h; Potency, µM (titrated, usually from 46.2 µM), without a hit: at the highest dose activity change, negative = growth inhibition, most hits filed as inhibitors; 420,000 compounds, 15% hits; AID 686978, 2013; further: nearly all actives have a fitted effect of over 55% in size
#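 Growth kinetics read by CellTiter-Glo luminescence after ≥48 hr at 37 °C. Cells: DT40 Tdp1-/- stably carrying human TDP1, 400 per well, compound exposure in the absence of CPT (DMSO vehicle).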
# Starred values were filed as active, the others as inactive; ? = inconclusive; / = not tested or not shown; [ ] = remark or other dose. The call rests on the fitted dose curve; in most records, active means well fitted curve in the direction sought with a large enough effect; inconclusive means small, poorly fitted or top-dose-only effect, or another doubt; inactive means no such curve, though single readings can be large; an effect the other way counts as inactive or inconclusive. On the % scale 0 is the no-effect control and ±100 the full control effect; potency means the concentration at half of the fitted maximal effect.
canonical_smiles,TDP1 block,DT40 TDP1 CPT,DT40 TDP1 no CPT
Cc1nnc(SCC(=O)N2CCN(S(=O)(=O)c3ccccc3)CC2)n1Cc1ccccc1,6%,-9%,-7%
Cc1ccc(NC(=O)CSc2nc3[nH]c(=O)cc(O)c3s2)c(Br)c1,1%,-3%,2%
CCn1cc(Cl)c(C(=O)Nc2nccs2)n1,3%,-17%,10%
CC(C)(C)OC(=O)N1CCN(c2ccc(NC(=O)c3ccco3)cc2)CC1,5%,18µM*,16µM*
CN(C)c1ccc(/C=C(/C#N)C(=O)Nc2nc3c(s2)CCN(Cc2ccccc2)C3)cc1,/,?,?
O=C(C(c1ccccc1)c1ccccc1)N1CCN(Cc2ccncc2)CC1,-6%,?,?
CNc1ccc(C(=O)c2ccccc2C(=O)O)cc1[N+](=O)[O-],0%,-3%,?
Cc1ccccc1C(=O)Nc1ccc2c(C#N)c3nc4ccccc4nc3n2c1,11%,21µM*,21µM*
Nc1nc(N)nc(C2C=CCCC2)n1 (configuration not stated),/,4%,-8%
CCCCOC(=O)CSC1=C(C#N)C(c2ccccc2OC)C(C#N)C(=O)N1 (configuration not stated),10%,?,-30%
O=C(Nc1cnn(C23CC4CC(CC(C4)C2)C3)c1)c1cnn2c(C(F)(F)F)cc(-c3ccco3)nc12,3%,18µM*,16µM*
CCN(CC)S(=O)(=O)c1ccc(C(=O)OCCN2C(=O)c3cccc4c(N5CCOCC5)ccc(c34)C2=O)cc1,-3%,?,18µM*
Cc1ccc(S(=O)(=O)N(C)CC(=O)N(C)CCOc2ccccc2)cc1,/,?,?
COc1ccc(NC(=O)C23CCC(C)(C(=O)O2)C3(C)C)cc1 (configuration not stated),9%,-12%,-9%
COc1ccc2c(c1)OC[C@H]1[C@H]2N2C(=O)c3cc(OC)c(OC)cc3NC(=O)[C@@]2(C)[C@H]1c1ccccc1,1%,29µM*,16µM*
CCCNC(=O)C1(C)CCN(C(=O)c2ccccc2F)C1 (configuration not stated),/,10%,3%
O=C(CNC(=O)c1ccc(=O)[nH]c1)Nc1ccc(F)c(F)c1,8%,-5%,?
CCN(CC)CCSc1nc(O)c(C(C)C)c(=O)[nH]1,1%,-13%,-1%
COC(=O)c1cccc(N(CC(=O)NC2CCCC2)C(=O)CCC(=O)Nc2cc(C)on2)c1,-3%,-2%,-10%
Cc1ccc(NC(=O)C2CCN(S(=O)(=O)c3c(C)nn(C)c3C)CC2)c(Cl)c1,6%,-15%,-15%
O=C(Cn1cc2c(n1)CCCCC2)NCCCN1CCOCC1,4%,-8%,1%
CCOc1ccccc1CN1CCN(CC2CC2)CC1CCO (configuration not stated),2%,-6%,20%
Cc1oc2cc(OCC(=O)O)ccc2c(=O)c1Oc1ccccc1,2%,-4%,-3%
Cc1cccc(Nc2nc3ccccc3n3c(N)nnc23)c1,/,6%,-30%
Cc1cc2c(=O)n(NC(N)=O)c(C)nc2s1,3%,-5%,8%
Cc1[nH][nH]c(=O)c1C(c1cc(Br)ccc1O)c1c(C)[nH][nH]c1=O,/,-23%,?
O=C(Cc1ccccc1)Nc1cccc(-c2cn3cccnc3n2)c1,0%,?,?
CC(C)n1c(C(F)(F)F)nc2cc(C(=O)N3CCOCC3)ccc21,/,3%,2%
O=C(Nc1cc(C(F)(F)F)ccc1Cl)c1ccncc1,3%,-11%,5%
CCOC(=O)/C(C#N)=C/c1ccc(-c2ccc(C)cc2)o1,-2%[12.3 µM],?,?
COc1nc(Nc2ccc([N+](=O)[O-])cc2)nc(NC(C)C)n1,-1%,?,?
O=C(Nc1ccc2c(c1)OCCO2)C(c1cc2ccccc2o1)N1CCC(Cc2ccccc2)CC1 (configuration not stated),/,?,?
Cc1ccc2nc(SCC(=O)c3cc(C)n(C)c3C)[nH]c2c1,9%,?,?
O=C(NCC(c1ccco1)N1CCN(c2ccc(F)cc2)CC1)c1ccc2c(c1)OCO2 (configuration not stated),/,?,?
CC(=O)c1c(C)[nH]c(C(=O)OCC(=O)N2CC(=O)Nc3ccccc32)c1C,2%,-9%,0%
CCn1c(C)nc2cc(C(=O)NNC(=O)Nc3cccc(Cl)c3)ccc21,2%,17%,-18%
O=C(COC(=O)c1cccs1)NC1CCCC1,14%,5%,-13%
CCCc1nc2c(C)cc(Br)cn2c1Cc1ccccc1C(F)(F)F,/,23µM*,23µM*
CCCCn1cc(SCC(=O)O)c2ccccc21,2%,-20%,0%
C[C@H](CO)N1C[C@H](C)[C@H](CN(C)C(=O)Nc2ccc3c(c2)OCCO3)OCc2cnnn2CCCC1=O,/,10%,-6%
CCOC(=O)C1=C(C)Nc2nc(=S)[nH]n2C1c1ccc(Cl)cc1 (configuration not stated),4%,?,?
CCCn1c2ccccc2c2cnn(CC(=O)N3CCC(C)CC3)c(=O)c21,5%,?,?
CC1OC(OC2C(CO)OC(OC3C(CO)OC(O)C(O)C3O)C(O)C2O)C(O)C(O)C1N[C@@H]1C=C(CO)[C@@H](O)C(O)[C@H]1O (some centres not stated),/,13%,-9%
COc1cc(/C=N/NC(=O)c2ccoc2C)cc(OC)c1OC,/,?,13µM*
Cc1cc(C)cc(-n2cccc2/C=C2/C(=N)N3C(=NC2=O)SN=C3S(C)(=O)=O)c1,6%,0%,-5%
CSc1cccc(NC(=O)/C=C/c2ccc(Cl)cc2)c1,2%,?,?
O=C(c1ccc(S(=O)(=O)N2CCOCC2)cc1)N(c1cccc(Cl)c1)C1C=CS(=O)(=O)C1 (configuration not stated),3%,3%,-14%
CCOC(=O)NC(C(Cl)(Cl)Cl)S(=O)(=O)c1ccccc1 (configuration not stated),11%,?,?
Cc1ccc(-c2nc3ccc(Cl)cn3c2Cc2cccc(Cl)c2)cc1,/,?,16µM*
CNS(=O)(=O)c1cn(CC(=O)NCc2ccc(F)cc2)cc1S(=O)(=O)NC,/,0%,1%
CC(c1ccccc1)n1c(CCCO)nc2ccccc21 (configuration not stated),5%,-20%,-9%
CC(C)(C)c1ccc(C(=O)C[n+]2cc(Br)cc(Br)c2)cc1,/,?,?
N/C(Cc1ccc(Cl)cc1Cl)=N\OC(=O)c1ccccc1F,-3%,12%,-20%
CCCN(C(=O)COC(=O)CCOc1ccc(C)cc1)c1c(N)n(Cc2ccccc2)c(=O)[nH]c1=O,/,?,?
CCOC(=O)c1cc(C)sc1NC(=O)c1ccc(Cl)s1,1%,-15%,-17%
COC(=O)c1ccc(NS(=O)(=O)c2c(C)nc3sccn3c2=O)cc1,5%,?,?
CCCCc1nc2ccccc2c(=O)n1NC(=O)c1c(O)c2c(n(CC(C)C)c1=O)CCCC2,-4%,15µM*,9.2µM*
Cn1c(NCc2ccco2)nc2c1c(=O)n(Cc1ccc(Br)cc1)c(=O)n2C,4%,?,?
COCCNC(=O)CSc1nc(-c2ccccc2)cs1,2%,-8%,5%
CS(=O)(=O)N1CCC(C(=O)Nc2ccc(Cl)cc2Cl)CC1,/,8%,0%

# Remaining list, next part:
canonical_smiles,TDP1 block,DT40 TDP1 CPT,DT40 TDP1 no CPT
Cc1cc(C)n(-c2nnc3n2N=C(c2c[nH]c4ccccc24)CS3)n1,7%,21µM*,15µM*
C=CCn1c(NS(=O)(=O)c2ccccc2)c(S(=O)(=O)c2ccc(C)cc2)c2nc3ccccc3nc21,3%,?,?
CCC(CC)C(=O)Nc1cccc(-c2cn3cccnc3n2)c1,12%,-19%,-10%
CC(C)(Oc1ccc(Cl)cc1)C(=O)Nc1nnc2n1CCS2,5%,?,18µM*
COC(=O)N1CCC2(CCN(C(=O)Nc3cccc(F)c3)CC2)CC1,/,-21%,?
COc1ccc(NC(=O)c2ccccc2NC(=O)c2ccco2)cc1,/,?,?
CCc1ccccc1NC(=O)c1ccc(OCc2c(C)noc2C)cc1,1%,-3%,-28%
C=CC(=O)Nc1cccc(N(C)c2ccnc(Nc3ccc(N4CCN(C)CC4)cc3)n2)c1,/,?,5.2µM*
COc1ccc2[nH]cc(CCNc3ccnc(-c4ccc5c(c4)OCO5)n3)c2c1,/,?,?
CCOc1ccccc1NC(=O)c1c(NC(=O)c2ccccc2C)sc2c1CCC(C)C2 (configuration not stated),2%[12.3 µM],2%,-11%
CCSCc1nnc(SCC(=O)Nc2cc(F)ccc2C)n1C,-1%,7%,8%
Cc1ccc(Nc2ncnc3onc(C)c23)cc1Cl,1%,?,?
COCCN1C(=O)/C(=C/c2ccc(N3CCCC3)cc2C)SC1=S,5%,?,?
COc1c(O)cc2c(=O)oc3c(OC)c(O)cc4c(=O)oc1c2c34,/,14%[9.04 µM],-3%[9.04 µM]
CCOC(=O)/C(C(N)=NCCCO)=C(/O)c1ccccc1,0%,0%,-13%

# In a second layout: 2 of the compounds above
COc1nc(Nc2ccc([N+](=O)[O-])cc2)nc(NC(C)C)n1
- TDP1 block: -1%
- DT40 TDP1 CPT: ?
- DT40 TDP1 no CPT: ?
CNc1ccc(C(=O)c2ccccc2C(=O)O)cc1[N+](=O)[O-]
- TDP1 block: 0%
- DT40 TDP1 CPT: -3%
- DT40 TDP1 no CPT: ?

# Next part
canonical_smiles,TDP1 block,DT40 TDP1 CPT,DT40 TDP1 no CPT
Cc1ccc(C(c2nnnn2C2CCCC2)N2CCc3ccccc32)cc1 (configuration not stated),8%,?,?
Cc1ccc(-n2c(C)cc(C(=O)CN3CCOCC3)c2C)cc1C,-5%,21µM*,?
Cc1c(Cl)cccc1NC(=O)NCCOCCn1c(=O)oc2ccccc21,-2%,8.2µM*,7.3µM*
COC(=O)c1sc(-c2ccccc2)cc1NC(=O)c1cccc(Cl)c1,3%,5%,?
Cc1[nH]nc2c1C1(CCN(C(=O)c3ccccc3)CC1)C(C#N)=C(N)O2,7%,-5%,-3%
COc1ccccc1-n1c(C)cc(/C=C2/C(=N)N3C(=NC2=O)SN=C3S(C)(=O)=O)c1C,8%,4%,3%
COc1ccc(OC)c(NC(=O)Nc2ccc3[nH]ccc3c2)c1,/,-8%,-26%
O=C(NC1(C(F)(F)F)C(=O)Nc2c1c(=O)[nH]c(=O)n2-c1ccccc1)c1ccccc1Cl (configuration not stated),-4%,-15%,-20%
CCOc1ccc(Cc2nc(C)c(CC(=O)N3CCCCC3)c(=O)[nH]2)cc1,0%,-15%,-2%
Cc1ccc(C)c(NC(=O)Cc2nc(CCl)cs2)c1,8%,26µM*,21µM*
CCCSCCCNC(=O)c1ccc(C)c(NC(=O)c2nsc3ccccc23)c1,-3%,?,?
CC(C)OCCCn1c(SCC(=O)N2CCc3ccccc32)nc2ccccc2c1=O,5%,?,12µM*
COc1ccc(CC(=O)N(C)Cc2ccc(OC(F)F)cc2)cc1S(=O)(=O)N1CCOCC1,/,1%,?
CCC1CCCCN1C(=O)COc1c(Br)cc(Br)c2cccnc12 (configuration not stated),3%,?,?
NC(=O)COc1ccc2cc(-c3ccccc3)c(=O)oc2c1,1%,-2%,-9%

# Individual results from the list:
# DT40 TDP1 no CPT with CCOc1ccc(Cc2nc(C)c(CC(=O)N3CCCCC3)c(=O)[nH]2)cc1 : -2%
# DT40 TDP1 CPT with Cc1c(Cl)cccc1NC(=O)NCCOCCn1c(=O)oc2ccccc21 : 8.2µM*
# DT40 TDP1 no CPT with CC(C)OCCCn1c(SCC(=O)N2CCc3ccccc32)nc2ccccc2c1=O : 12µM*
# DT40 TDP1 CPT with Cc1ccc(-n2c(C)cc(C(=O)CN3CCOCC3)c2C)cc1C : 21µM*
# DT40 TDP1 CPT with COc1ccc(CC(=O)N(C)Cc2ccc(OC(F)F)cc2)cc1S(=O)(=O)N1CCOCC1 : 1%

# Continuation.
canonical_smiles,TDP1 block,DT40 TDP1 CPT,DT40 TDP1 no CPT
O=C(/C=C\Nc1ccc(S(=O)(=O)Nc2ncccn2)cc1)c1ccccc1,4%,5%,6%
CCOc1cc(/C=N/Nc2cc(C)nc3ccc(C)cc23)ccc1O,3%,?,26µM*
CCN(CC)CCNC(=O)CN1C(=O)c2cccnc2Oc2ccc(C)cc21,4%,-4%,-12%
OC(c1cccnc1)c1ccc2c(c1)CN(Cc1ccc(-c3ccccc3Cl)o1)CCO2 (configuration not stated),/,?,?
Cc1ccc(S(=O)(=O)NNc2nnc(C)c(=O)[nH]2)cc1,2%,6%,-13%
Cc1cccc(OCC(=O)N2CCN(S(C)(=O)=O)CC2)c1,-5%,13%,-6%
CCCCn1c(SCC(=O)Nc2ccc3c(c2)OCO3)nc2c1c(=O)n(C)c(=O)n2C,2%,16µM*,?
CCOC(=O)C1=C[C@@H](C(C)(C)C)N(S(=O)(=O)c2ccc(C)cc2)[C@H]1c1ccccc1Cl,/,?,?

# Assay outcomes deposited in PubChem by National Center for Advancing Translational Sciences (NCATS).
